PGK inhibitor – qHTS Assay to Find Inhibitors of Phosphoglycerate Kinase; Phosphoglycerate kinase, glycosomal (Trypanosoma brucei brucei), P07378; PGK/GAPDH coupled, Kinase-Glo luminescence, 60 min; Potency, µM (doses to about 57.5 µM), for the others: at the highest dose activity change, negative = inhibition, most hits filed as inhibitors; 0.043% of 380,000 active; also: potency is read from the fitted curve at half-maximal effect; % is scaled to controls: 0 for no effect and ±100 for the full control effect; nearly all actives have a fitted effect of over 60% in size
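Luminescent ATP detection (Kinase-Glo Plus) follows a 60-minute room-temperature incubation, with wells lacking PGK as controls. Buffer: 100 mM TEA (pH 7.6), 5 mM MgCl2, 0.01% Tween-20. Coupling enzyme GAPDH (100 nM final) supplies unstable 1,3-BPG in-well.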
PI4K2A block – qHTS for small molecular inhibitors of PI4K2A; 0.13% of 420,000 active; AID 1346378, 2018; activity change, negative = inhibition, % at 76.9 µM; purified PI4K2A, ADP-Glo luminescence, 1 h; hits give low values; Phosphatidylinositol 4-kinase type 2-alpha (Homo sapiens), Q9BTU6; in the data active = activity change below about -50%; inconclusive = mostly about -30% to -49%;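 also: -100% = wells without enzyme as full effect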
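Compounds are screened against recombinant PI4K2A using PI as substrate and ATP, the latter dispensed at 300 microM. Reactions run one hour at ambient temperature before ADP-Glo detection; full inhibition defined by wells lacking enzyme.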
Pol eta inh – qHTS for Inhibitors of Polymerase Eta | Potency, µM (series often up to 114 µM), for the others: at the highest dose activity change, negative = inhibition, most hits filed as inhibitors | recombinant Pol eta, fluorescent DNA replication assay | DNA polymerase eta (Homo sapiens), Q9Y253 | AID 588591, 2011 | 1.2% of 390,000 active; also: potency is read from the fitted curve at half-maximal effect; % is scaled to controls: 0 for no effect and ±100 for the full control effect
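Pol eta at 10 nM preincubated with compounds 15 min at room temperature; reaction started with fluorescent substrate (50 nM final) and read kinetically at 0 and 10 min.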
Pin1 inhibitor – qHTS Assay to Find Inhibitors of Pin1 | 0.009% of 390,000 active | Pin1 FP peptide displacement, HiFluor488, 10 min | Potency, µM (highest dose often 115 µM), for inactives: at the top dose activity, negative = inhibition, most hits filed as inhibitors; active = well fitted inhibition curve with a large enough effect in the polarisation, with a control signal flat, not every such curve was filed as active; inconclusive = small, poorly fitted or top-dose-only effect, or effect the other way, or a change in a side signal; inactive = no such curve, though single readings can be large or run the other way; the % refers to the polarisation; also: potency is read from the fitted curve at half-maximal effect; % is scaled to controls: 0 for no effect and ±100 for the full control effect
Target sequence (Q13526 whole entry, looked up): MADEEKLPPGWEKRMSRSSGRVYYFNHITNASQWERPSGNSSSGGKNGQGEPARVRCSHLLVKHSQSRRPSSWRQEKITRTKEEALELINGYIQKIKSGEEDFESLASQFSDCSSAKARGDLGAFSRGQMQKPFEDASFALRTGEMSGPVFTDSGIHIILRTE
HP1b chromo inh – HTS for Inhibitors of HP1-beta Chromodomain Interactions with Methylated Histone Tails; Chromobox protein homolog 1 (Homo sapiens), P83916; AID 540317, 2011; Potency, µM (top dose mostly 114 µM), for the others: top-dose activity change, negative = inhibition, hits mostly inhibitors; AlphaScreen HP1-beta / biotin-H3K9me3 peptide binding; 0.56% of 390,000 active; also: potency is read from the fitted curve at half-maximal effect; nearly all actives have a fitted effect of over 70% in size; inactives centre near 23
Target sequence (P83916 whole entry, looked up): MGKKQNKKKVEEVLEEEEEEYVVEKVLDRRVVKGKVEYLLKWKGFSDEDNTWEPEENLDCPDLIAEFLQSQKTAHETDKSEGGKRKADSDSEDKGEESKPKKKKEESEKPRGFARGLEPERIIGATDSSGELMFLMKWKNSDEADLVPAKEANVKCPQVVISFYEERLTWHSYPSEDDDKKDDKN
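HP1-beta protein (50 nM final) preincubated 30 min at room temperature with biotinylated H3(1-18)K9me3 peptide (50 nM) in PBS pH 7.4, 0.01% Tween-20, then compound added for 30 min. AlphaScreen streptavidin donor/nickel chelate acceptor beads (10 ug/mL final), 30 min dark, luminescence read.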
JMJD2A Tudor inh – qHTS Assay for Inhibitors of JMJD2A-Tudor Domain; Lysine-specific demethylase 4A (Homo sapiens), O75164; 4.4% of 390,000 active; AlphaScreen JMJD2A-Tudor / H3K4me3 peptide binding; Potency, µM (doses to about 114 µM), for inactives: at the highest dose activity change, negative = inhibition, usual class: inhibitors; also: potency is read from the fitted curve at half-maximal effect; % is scaled to controls: 0 for no effect and ±100 for the full control effect; nearly all actives have a fitted effect of over 50% in size
G9a block – qHTS Assay for Inhibitors of Histone Lysine Methyltransferase G9a. 8.8% of 350,000 active. Potency, µM (doses to about 102 µM), inactives show top-dose activity, negative = inhibition, actives largely listed as inhibitors. G9a H3K9 monomethylation, AlphaScreen, 2 h. Histone-lysine N-methyltransferase EHMT2 (Homo sapiens), Q96KQ7; also: potency is read from the fitted curve at half-maximal effect; % is scaled to controls: 0 for no effect and ±100 for the full control effect; nearly all actives have a fitted effect of over 75% in size
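Enzyme 20 nM + cpd, 15 min RT; add b-H3K9 pep 500 nM / SAM 20 uM; 2 h RT; anti-H3K9me1 Ab 0.5 ug/mL + SA donor / anti-rabbit acceptor beads 20 ug/mL each, 10 min; AlphaScreen read.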
GLS inh – qHTS for Inhibitors of Glutaminase (GLS). Glutaminase kidney isoform, mitochondrial (Homo sapiens), O94925. GLS enzymatic activity, qHTS titration. Potency, µM (titrated, usually from 45.5 µM), without a hit: at the top dose activity change, negative = inhibition, usual class: inhibitors. 0.21% of 410,000 active. AID 624170, 2012; also: potency is read from the fitted curve at half-maximal effect; % is scaled to controls: 0 for no effect and ±100 for the full control effect
Target sequence (O94925 whole entry, looked up, canonical isoform): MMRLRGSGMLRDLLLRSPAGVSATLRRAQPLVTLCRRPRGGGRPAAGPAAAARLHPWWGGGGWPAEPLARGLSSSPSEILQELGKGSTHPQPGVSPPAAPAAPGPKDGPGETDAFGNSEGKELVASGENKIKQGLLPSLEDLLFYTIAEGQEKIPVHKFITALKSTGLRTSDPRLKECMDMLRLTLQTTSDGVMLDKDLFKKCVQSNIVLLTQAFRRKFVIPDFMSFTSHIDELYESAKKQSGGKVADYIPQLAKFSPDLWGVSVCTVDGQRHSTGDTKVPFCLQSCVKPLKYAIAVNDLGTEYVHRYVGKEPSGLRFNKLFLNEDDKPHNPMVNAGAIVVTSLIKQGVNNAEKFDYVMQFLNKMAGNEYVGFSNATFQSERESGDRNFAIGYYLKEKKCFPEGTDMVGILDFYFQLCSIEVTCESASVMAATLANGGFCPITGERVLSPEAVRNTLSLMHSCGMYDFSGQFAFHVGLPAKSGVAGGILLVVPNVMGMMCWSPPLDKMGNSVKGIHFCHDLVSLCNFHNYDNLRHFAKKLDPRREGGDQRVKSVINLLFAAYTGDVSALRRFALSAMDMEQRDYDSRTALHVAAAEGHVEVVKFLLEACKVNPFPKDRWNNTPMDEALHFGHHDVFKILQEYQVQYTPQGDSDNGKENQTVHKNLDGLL
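Read-out is an Amplex red fluorescence increase coupled through glutamate oxidase and HRP, measured before and after 30 min room-temperature incubation. hKGA is in 45 mM KH2PO4 (pH 8.2) with 0.02% Tween-20; glutamine added as 1mM solution.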
BAZ2B inh – qHTS Assay for Inhibitors of BAZ2B; Bromodomain adjacent to zinc finger domain protein 2B (Homo sapiens), Q9UIF8; AlphaScreen BAZ2B-H3K14Ac peptide displacement; Potency, µM (doses to about 114 µM), for inactives: at the top dose activity change, negative = inhibition, most hits filed as inhibitors; 4.4% of 360,000 active; also: potency is read from the fitted curve at half-maximal effect; % is scaled to controls: 0 for no effect and ±100 for the full control effect; nearly all actives have a fitted effect of over 60% in size
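Compounds, titrated to a top concentration of 110 uM, were incubated 30 min at room temperature with preformed BAZ2B/acetyl-K14 H3 peptide complex (50 nM each). Proximity signal was measured by AlphaScreen after 20 min with beads.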
* marks the source's active call; other numbers are inactive results; i = inactive; ? = inconclusive; nt = no result given; [ ] = remark or other dose. Unless noted, calls follow the shape of the dose curve; as a rule, active = well fitted curve in the direction sought with a large enough effect; inconclusive = small, poorly fitted or top-dose-only effect, or another doubt; inactive = no such curve, though single readings can be large; an effect the other way counts as inactive or inconclusive.

item	PGK inhibitor	PI4K2A block	Pol eta inh	Pin1 inhibitor	HP1b chromo inh	JMJD2A Tudor inh	G9a block	GLS inh	BAZ2B inh	Molecule
1	-18.0%	-1.5	-18.6%	-0.3%	22.8%	-15.2%[57.1 µM]	10.5%[59 µM]	12.0%	?	Cc1ccc(/C=N/NC(=O)Nc2ccccc2)o1
2	-3.3%	-2.2	-3.8%	-6.8%	43.7%[activator]	-6.4%	-15.0%[12.7 µM]	-0.7%	2.7%	COc1cccc(NC(=O)c2c(F)cccc2F)c1
3	8.8%	3.4	-25.1%	8.4%	53.7%[activator]	2.7%	-10.5%[59 µM]	9.9%	-9.0%	CC(Oc1ccc(-n2cnnn2)cc1)C(=O)O (centres undefined)
4	-6.5%	7.9	-9.1%	-1.1%	5.7%	-12.2%	-10.7%[59 µM]	27.8%	1.2%	Cn1c(SCC(=O)Nc2cccc(O)c2)nnc1-c1ccc(S(=O)(=O)N2CCOCC2)cc1
5	-1.9%	-3.2	-21.1%	33.9%[activator]	21.3%[57 µM]	-8.0%	2.5%[59 µM]	-12.5%	-8.8%	COc1ccc(Cc2nc3ccc(C(=O)NCc4cc(Br)ccc4OC)cc3o2)cc1
6	i	-3.9	-5.3%	-0.2%	13.0%	1.9%	16.1%	-1.8%	-0.4%	O=C(/C=C/c1ccccc1)NNC(=O)C1CC1
7	5.5%	2.2	-18.7%	-6.8%	33.6%	2.1%	11.2%[0.501 µM]	-3.0%	10.1%	COc1ccccc1OCC(=O)NCc1n[nH]c(=O)c2ccccc12
8	-3.6%	-2.9	-18.9%	0.2%	21.1%[57 µM]	-24.9%	-6.4%[59 µM]	9.9%	-2.6%	O=S(=O)(Nc1cccc(-c2ccc(N3CCOCC3)nn2)c1)c1ccccc1C(F)(F)F
9	-3.6%	-0.4	-0.3%	-1.0%	-4.2%	-15.0%	?	9.1%	-2.0%	Cc1ccc(NC(=O)C2C3C=CC4(O3)C2C(=O)N(CCCN2CCCCC2)C4C(=O)NC2CCCCC2)cc1Cl (centres undefined)
10	i	-8.9	-13.3%	4.6%	41.6%[activator]	27.5%	61.1%[activator]	-0.1%	1.2%	FC(F)(F)c1cc(Cl)c2nc(-c3ccccc3)cn2c1
11	4.2%	0.9	7.0%	?	46.6%[activator]	-2.9%[11.4 µM]	nt	0.1%	-24.6%	Oc1ccc(/C=N\Nc2nncc(-c3ccccc3)n2)cc1
12	-9.2%	-4.9	-8.9%	3.8%	16.3%	-7.8%	-1.4%[59 µM]	6.3%	11.3%	Cc1ccnc2nc(C(=O)Nc3cc(Cl)ccc3N3CCOCC3)nn12
13	4.8%	-2.5	-16.0%	9.9%	15.9%	-30.7%	?	-25.7%	?	Cc1cc2c(n1-c1ccc(C(=O)NCc3cccc(Br)c3)cc1)CCC(C)C2 (centres undefined)
14	1.1%	2.0	?	6.5%	14.7%	-7.2%	-33.9%	-12.5%	-16.5%	O=C1CCCCc2sc(Br)c([N+](=O)[O-])c2N1
15	-6.5%	2.2	-8.0%	8.5%	33.8%	1.9%	4.3%[59 µM]	2.6%	?	O=C(Oc1ccccc1)Oc1ccc2c(c1)oc(=O)c1ccccc12
16	-1.6%	3.4	-14.5%	-8.7%	25.8%	3.8%	3.2%	-3.2%	-1.5%	CCC(NC(=O)CNC(=O)CNC(=O)c1ccc(Cl)cc1Cl)c1ccc(C)cc1 (centres undefined)
17	-2.8%	-9.5	15.1%	-4.4%	8.7%	-6.8%	nt	19.2%	nt	COc1ccc(C(=O)NCCNC(=O)c2ccc(OC)cc2)cc1
18	-2.8%	0.6	-5.8%	11.6%	0.6%	-33.6%	?	2.3%	-31.9%	COc1ccc(-n2c(=O)c3c4c(sc3n(CC(=O)NCc3ccco3)c2=O)CCC4)c(OC)c1
19	2.6%	-9.7	?	-3.5%	7.9%	-32.2%	-5.4%	0.0%	50.1µM*	CC(=O)COC(=O)c1ccc2noc(-c3ccccc3)c2c1
20	-7.3%	4.3	-15.2%	5.3%	43.4%[activator]	-3.6%	?	2.4%	-2.6%[57.1 µM]	Cn1c2ccccc2c(=O)c2cc(C#Cc3ccc(N)cc3)ccc21
21	-7.1%	1.4	-19.7%	14.2%	22.8%	-7.5%	1.9%[59 µM]	9.3%	-18.1%	COc1cc(/C=N/NC(=O)c2cc(-c3cccs3)nc3ccccc23)ccc1O
22	-9.7%	-0.7	-11.4%	-5.1%	?	22.4µM*	22.4µM*	-24.2%	?	CCOc1ccc(-c2csc(Cn3c(CN4CCN(C)CC4)nc4ccccc4c3=O)n2)cc1
23	6.1%	-1.7	-17.0%	1.3%	24.5%	-15.6%	1.8%[59 µM]	1.1%	-1.6%	CN1C(C(=O)NCc2ccccc2)CC2Cn3c(nc4ccccc43)C21 (centres undefined)
24	4.7%	-6.2	1.3%	-7.7%	36.7%	0.3%	9.0%[59 µM]	-1.2%	1.3%	CC1=C(C(=O)OCc2ccccc2)C(c2cccc(Cl)c2Cl)CC(=O)N1 (centres undefined)
25	i	-3.4	-16.0%	11.9%	49.0%[activator]	-22.5%	?	22.3%	-22.3%	COc1ccccc1C(=O)Oc1ccc(C(c2c(C)[nH][nH]c2=O)c2c(C)[nH][nH]c2=O)cc1
26	-2.2%	-4.6	-9.2%	nt	nt	nt	nt	-3.3%	nt	CC(C)(C)NC(=S)N1CCC2CC1c1c(Cl)cccc12 (centres undefined)
27	-1.0%	-5.5	?	-4.7%	36.7%	-16.1%	-1.9%	-10.0%	-24.9%	COc1ccc(C(=O)N/N=C/c2sc(N3CCOCC3)nc2-c2ccccc2)cc1OC
28	8.5%	-7.4	-19.8%	0.2%	4.5%	20µM*	3.55µM*	19.5%	?	Cc1sc2ccc3sccc3c2[n+]1C
29	-5.6%	-2.9	-16.4%	-4.1%	189.1%[activator]	93.2%[activator]	14.9%[12.7 µM]	0.1%	117.2%[activator]	O=C(OCC(F)(F)F)c1cccc(COc2ccc3ccccc3c2)c1
30	-9.1%	10.5	-22.3%	12.3%	33.7%	6.0%	3.6%[59 µM]	-13.0%	-2.3%	COc1ccc(C2(O)CC3CCC(C2)N3c2nc(C)cc(C)c2C#N)cc1 (centres undefined)
31	7.7%	-3.6	-1.0%	6.2%	37.3%	-8.6%	nt	10.0%	nt	O=C(Nc1ccc(F)c(Cl)c1)c1ccccc1NC(=O)C1CCCCC1C(=O)O (centres undefined)
32	nt	-3.9	7.4%	0.7%	20.6%	-14.0%	10.4%[12.7 µM]	1.4%	2.4%	Cc1nc(CNS(=O)(=O)c2ccc(Oc3ccccc3)cc2)cs1
33	-2.0%	-1.4	-6.1%	-7.8%	10.0%	-13.8%	-0.7%	3.3%	-1.0%	O=C(COc1ccc2ccccc2c1Br)N1CCCC1
34	9.3%	-7.1	-22.0%	-0.2%	9.5%	-23.2%	-7.2%	25.5%	?	O=C(Nc1ccc(Cl)cn1)c1ccc([N+](=O)[O-])o1
35	10.4%	3.3	-10.2%	-1.2%	16.8%	0.6%	5.8%[12.7 µM]	?	-24.1%	O=C(O)C1CCCCC1C(=O)Nc1ccccn1 (centres undefined)
36	i	-1.6	-9.1%	0.6%	36.8%	3.4%	nt	-2.1%	nt	CS(=O)(=O)c1ccc(Cl)c(NC(=O)COC(=O)c2ccc(S(=O)(=O)N3CCCC3)cc2)c1
37	i	0.8	-19.0%	-1.5%	64.6%[activator]	23.0%	-0.7%[59 µM]	0.0%	18.8%[57.1 µM]	Cc1cccc(N2CCN(C(=O)c3noc4c3CCCCC4)CC2)c1C
38	-2.1%	1.2	-11.3%	?	82.0%[activator]	-24.6%	nt	-0.8%	nt	CC(C)(C)c1ccc(C2=CC(c3ccccc3)n3ncnc3N2)cc1 (centres undefined)
39	-9.0%	-6.6	-12.3%	7.6%	28.4%	-10.7%[57.1 µM]	25.8%[59 µM]	-1.7%	-0.1%	Cc1csc(-c2cnn(-c3ccccc3)c2NC(=O)c2ccccc2)n1
40	i	-1.0	-10.2%	0.8%	18.9%	-15.9%	2.4%	2.5%	-15.9%	O=C(COc1ccc(F)c(Cl)c1)N1CCN(c2ccccn2)CC1
41	i	-5.5	-16.2%	-3.3%	28.2%	-16.4%	-7.4%[59 µM]	-4.2%	8.4%	COc1ccc(OCCSc2nnc(C)n2-c2ccccc2)cc1
42	-0.2%	1.6	-0.9%	-1.3%	29.2%	-9.0%	nt	11.4%	-2.8%	CC1(C)Cc2c(cnn2-c2ccc(F)cc2)C(NC(=O)CCN2CCCCO2)C1 (centres undefined)

Assay outcomes from PubChem.

This is a subset; count on the stated rates, not on these rows.
